ALDH1A1 block = qHTS Assay for Inhibitors of Aldehyde Dehydrogenase 1 (ALDH1A1). Purified ALDH1A1, NADH fluorescence, propionaldehyde substrate. Potency, µM (top dose mostly 75.3 µM), for inactives: at the top dose activity, negative = inhibition, most hits filed as inhibitors. actives 7.3% (n = 220,000). Aldehyde dehydrogenase 1A1 (Homo sapiens), P00352; active = well fitted inhibition curve with a large enough effect, not every such curve was filed as active; inconclusive = small, poorly fitted or top-dose-only effect, or another doubt; inactive = no such curve, though single readings can be large or run the other way;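 note: plate controls were no enzyme wells and a reference inhibitor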
Target sequence (P00352 whole entry, looked up): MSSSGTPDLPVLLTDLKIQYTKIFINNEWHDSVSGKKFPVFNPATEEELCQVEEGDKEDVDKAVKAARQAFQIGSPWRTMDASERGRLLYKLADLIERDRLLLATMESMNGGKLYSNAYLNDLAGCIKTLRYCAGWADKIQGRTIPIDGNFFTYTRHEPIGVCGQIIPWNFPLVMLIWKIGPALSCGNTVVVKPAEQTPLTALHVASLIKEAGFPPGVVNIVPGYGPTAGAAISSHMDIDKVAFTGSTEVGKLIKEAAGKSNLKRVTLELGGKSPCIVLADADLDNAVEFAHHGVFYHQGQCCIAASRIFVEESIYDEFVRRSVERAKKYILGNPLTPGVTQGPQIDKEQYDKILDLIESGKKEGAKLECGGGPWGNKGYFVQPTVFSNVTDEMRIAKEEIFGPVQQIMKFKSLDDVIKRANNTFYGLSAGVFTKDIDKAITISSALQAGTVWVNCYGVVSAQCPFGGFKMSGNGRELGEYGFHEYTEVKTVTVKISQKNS
NPSR antagonist = qHTS Assay for Antagonists of the Neuropeptide S Receptor: cAMP Signal Transduction | actives 1% (n = 220,000) | Q6W5P4 | Potency, µM (series often up to 38.3 µM), for the others: top-dose activity change, negative = inhibition, usual class: inhibitors | CHO-NPSR cells, cAMP TR-FRET, antagonist mode; note: % is set by controls: 0 for no effect and ±100 for the full control effect; nearly all actives have a fitted effect of over 50% in size; many of its hits are not listed in these tables
GLA spleen mod = qHTS Assay for Inhibitors and Activators of Human alpha-Galactosidase From Spleen Homogenate; Alpha-galactosidase A (Homo sapiens), P06280; human spleen homogenate, 4MU-alpha-Gal fluorescence, 40 min; Potency, µM (series often up to 80 µM), for inactives: at the top dose activity change, negative = inhibition, most hits filed as inhibitors; actives 0.008% (n = 240,000); AID 2107, 2009;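 note: 0% = enzyme with vehicle and -100% = no enzyme basal signal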
Target sequence (P06280 32-429 limits assumed): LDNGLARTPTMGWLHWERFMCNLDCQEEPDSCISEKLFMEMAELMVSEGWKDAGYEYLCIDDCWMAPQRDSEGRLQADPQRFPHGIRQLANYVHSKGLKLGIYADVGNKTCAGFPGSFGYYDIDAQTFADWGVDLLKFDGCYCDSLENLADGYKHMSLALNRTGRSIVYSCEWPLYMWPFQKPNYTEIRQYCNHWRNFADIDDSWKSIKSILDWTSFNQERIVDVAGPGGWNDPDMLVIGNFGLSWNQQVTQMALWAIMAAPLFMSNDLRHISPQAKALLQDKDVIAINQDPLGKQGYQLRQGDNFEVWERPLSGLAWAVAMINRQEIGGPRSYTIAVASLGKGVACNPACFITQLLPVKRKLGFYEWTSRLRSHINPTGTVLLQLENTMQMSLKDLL
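Inhibition or activation of alpha-galactosidase in human spleen homogenate is scored by 4-MU fluorescence after 40 min at 37C, pH 5.0, with 1 mM substrate. AC50s come from concentration-response fitted to the Hill equation.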
aGlu spleen mod = qHTS Assay for Inhibitors and Activators of Human alpha-Glucosidase From Spleen Homogenate. Potency, µM (doses to about 79.9 µM), for the others: at the top dose activity change, negative = inhibition, usual class: inhibitors. Lysosomal alpha-glucosidase (Homo sapiens), P10253. AID 2112, 2009. actives 0.006% (n = 240,000). human spleen homogenate, 4-MU-alpha-glucoside fluorescence;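 note: 0% = enzyme with vehicle and -100% = no enzyme basal signal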
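AC50 values come from Hill-equation fits of concentration-response data, normalized to no-enzyme and full-activity controls. Enzyme source: 1 ug human spleen homogenate; 1 mM fluorogenic 4-MU glucoside, pH 5.0 citrate buffer, 37 C, 40 min.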
GAA glycogen mod = qHTS Assay for Inhibitors and Activators of Human alpha-Glucosidase Cleavage of Glycogen; Lysosomal alpha-glucosidase (Homo sapiens), P10253; recombinant GAA, glycogen substrate, Amplex Red glucose oxidase fluorescence; Potency, µM (top dose mostly 76.4 µM), without a hit: at the top dose activity change, negative = inhibition, hits mostly inhibitors; actives 0.38% (n = 300,000); AID 2100, 2009;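 note: 0% = full enzyme reaction and -100% = no-enzyme basal signal; the screen sought inhibitors and activators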
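qHTS, 1536-well; enzyme 4 nM final; cpd up to 77 uM; substrate bovine liver glycogen 30 ug; 50 mM citrate/phosphate pH 5.0, 0.01% Tween-20; 37 C, 40 min; Amplex Red detection 45 min RT; Hill fit → AC50.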
GAA inh = qHTS Assay for Inhibitors of Human alpha-Glucosidase as a Potential Chaperone Treatment of Pompe Disease; Lysosomal alpha-glucosidase (Homo sapiens), P10253; purified human GAA, 4-MU-alpha-glucoside fluorescence; Potency, µM (highest dose often 76.9 µM), for the others: at the highest dose activity change, negative = inhibition, most hits filed as inhibitors; actives 0.005% (n = 200,000);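 note: plate controls were uninhibited enzyme wells for no effect and no-enzyme background for full effect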
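Human alpha-glucosidase, 4 nM, pre-mixed with test compounds before 400 uM 4-methylumbelliferyl substrate; 20 min room temperature at pH 5.0. Fluorescence read after pH 10 stop; AC50 values from Hill-equation fits.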
Epigenetic derep = Quantitative High-Throughput Screen for Regulators of Epigenetic Control | murine LDR cells, GFP reporter derepression, 30 h | actives 0.2% (n = 280,000) | AID 1865, 2009 | Potency, µM (series often up to 53.9 µM), without a hit: at the highest dose GFP activation, hits mostly activators; note: % of control where 0% means no effect; nearly all actives have a fitted effect of over 60% in size
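Readout is the number of GFP-expressing murine LDR cells, counted by cytometry following washing. Cells were treated with compound for 30 h at 37 C; the stably integrated CMV-GFP locus is normally silent.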
Tau fluor counter = Counterscreen qHTS for Inhibitors of Tau Fibril Formation, Fluorescence Polarization; actives 0.93% (n = 280,000); tau K18 P301L Alexa594 fluorescence, heparin fibrillization; Potency, µM (titrated, usually from 57.7 µM), without a hit: at the highest dose activity change, negative = decrease; AID 1463, 2008; note: % is set by controls: 0 for no effect and ±100 for the full control effect; nearly all actives have a fitted effect of over 55% in size
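Human tau K18 P301L (15 uM unlabeled, 0.24 uM Alexa 594-labeled) in 100 mM sodium acetate pH 7 with 20 uM heparin, 6 hr at 37 C. ThT 30 uM added, 1 hr ambient; Alexa 594 FP and total fluorescence read at 555/632 nm.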
Starred values were filed as active, the others as inactive; ? = inconclusive; . = not tested or not shown; [ ] = another dose, or the depositor's remark. Unless noted, calls come from the whole dose curve; as a rule, active = well fitted curve in the direction sought with a large enough effect; inconclusive = small, poorly fitted or top-dose-only effect, or another doubt; inactive = no such curve, though single readings can be large; an effect the other way counts as inactive or inconclusive. Potency is the fitted concentration of half-maximal effect. Only part of the results is shown; rates above refer to the full screens.

SMILES	ALDH1A1 block	NPSR antagonist	GLA spleen mod	aGlu spleen mod	GAA glycogen mod	GAA inh	Epigenetic derep	Tau fluor counter
O=C(Cn1cncn1)N/N=C/c1cccnc1	.	10%	4%	0%	1%	.	-1.1%	1%
Cc1c(C(=O)NCc2ccco2)sc2nc(-c3ccccc3)cn12	-8%	-18%[46.1 µM]	0%	-5%	-11%	-9%	1.9%	-19%
Cc1cccc(S(=O)(=O)CC(=O)Nc2nc(-c3ccccc3)cs2)c1	-12%	-19%[46.1 µM]	6%	0%	0%	-5%	-1.4%	?
COc1cccc(CS(=O)(=O)c2ccccc2)c1	6%	.	-6%	-4%	.	.	0.0%	0%
COC(=O)COc1ccccc1C(N)=O	2%	0%[46.1 µM]	-7%	0%	5%	-1%	0.0%	3%
Cc1nc(C)c(-c2csc(NCc3ccccc3)n2)s1	?	?	-8%	-5%	-2%	8%	-2.2%	-15%
CCOC(=O)N1CCN(Cc2nc(Cc3cccc(F)c3)no2)CC1	-6%	-2%	4%	-23%	2%	3%[15.4 µM]	-6.5%	-9%
Cc1cc(CCC(=O)O)c(C)cc1CCC(=O)O	-4%	?	0%	-7%	-6%	-10%	-0.5%	8%
CC(C)c1ccc(NC(=O)C(c2ccccc2)N(Cc2ccco2)C(=O)CC2NC(=O)NC2=O)cc1 (configuration not stated)	7.9µM*	-11%	7%	-2%	-5%	-4%	-5.9%	-10%
CC(=O)Nc1ccc(C2NC(=O)c3ccccc3O2)cc1 (configuration not stated)	-7%	0%[46.1 µM]	7%	2%	-15%	1%	-8.8%	0%
CN(c1ccccc1)S(=O)(=O)c1ccc(Cl)nc1	-3%	0%	-2%	4%	-2%	3%	1.3%	-6%
CN(c1ccc(C(=O)Nc2ccccc2Sc2ccccc2)cc1)S(C)(=O)=O	?	?	5%	-11%	-5%	-8%	-1.1%	-23%
C/C(=N\Nc1ccc(F)cc1F)c1cccs1	?	10%	6%	4%	?	-1%	1.7%	-20%
O=C(Nc1ccccc1)Nc1cc(OCC(F)(F)F)cc(OCC(F)(F)F)c1	4%	?	-6%	-16%	2%	?	3.1%	?
Cc1onc(-c2ccccc2)c1C(=O)NNC(=S)NC(=O)c1ccc(Cl)cc1Cl	-7%	10%	8%	4%	0%	-2%	0.0%	-9%

Grouped by structure, the compounds so far with sulfur
SMILES	ALDH1A1 block	NPSR antagonist	GLA spleen mod	aGlu spleen mod	GAA glycogen mod	GAA inh	Epigenetic derep	Tau fluor counter
Cc1c(C(=O)NCc2ccco2)sc2nc(-c3ccccc3)cn12	-8%	-18%[46.1 µM]	0%	-5%	-11%	-9%	1.9%	-19%
Cc1cccc(S(=O)(=O)CC(=O)Nc2nc(-c3ccccc3)cs2)c1	-12%	-19%[46.1 µM]	6%	0%	0%	-5%	-1.4%	?
COc1cccc(CS(=O)(=O)c2ccccc2)c1	6%	.	-6%	-4%	.	.	0.0%	0%
Cc1nc(C)c(-c2csc(NCc3ccccc3)n2)s1	?	?	-8%	-5%	-2%	8%	-2.2%	-15%
CN(c1ccccc1)S(=O)(=O)c1ccc(Cl)nc1	-3%	0%	-2%	4%	-2%	3%	1.3%	-6%
CN(c1ccc(C(=O)Nc2ccccc2Sc2ccccc2)cc1)S(C)(=O)=O	?	?	5%	-11%	-5%	-8%	-1.1%	-23%
C/C(=N\Nc1ccc(F)cc1F)c1cccs1	?	10%	6%	4%	?	-1%	1.7%	-20%
Cc1onc(-c2ccccc2)c1C(=O)NNC(=S)NC(=O)c1ccc(Cl)cc1Cl	-7%	10%	8%	4%	0%	-2%	0.0%	-9%

Continuation.
SMILES	ALDH1A1 block	NPSR antagonist	GLA spleen mod	aGlu spleen mod	GAA glycogen mod	GAA inh	Epigenetic derep	Tau fluor counter
CCOn1c(-n2nc(C)cc2C)nc2ccccc2c1=O	7%	-6%[46.1 µM]	-4%	-8%	-8%	0%	0.6%	-5%
O=C(/C(=C(/[O-])c1ccccc1)[n+]1ccccc1)c1ccc([N+](=O)[O-])cc1	22%	9%	-12%	2%	5%	-8%	-1.0%	0%
O=c1cc(C(F)(F)C(F)F)oc2ccccc12	-7%	-4%[46.1 µM]	-8%	-7%	0%	0%	0.2%	-13%
Cc1cc2cc(CN(CC3CCCO3)C(=S)Nc3ccccc3)c(=O)[nH]c2cc1C (configuration not stated)	?	-19%	1%	-4%	-10%	3%	-0.1%	-24%
N#CC(C#N)=C1c2cc(S(=O)(=O)NCCO)ccc2-c2ccc(S(=O)(=O)NCCO)cc21	.	-11%	-7%	0%	-3%	.	3.1%	-21%
COc1ccc(Cn2nnnc2C(CC(C)C)N2CCC(C(N)=O)CC2)cc1 (configuration not stated)	-8%	-9%	2%	6%	21%	14%	-0.1%	3%
N#Cc1c(N)nc2c(c1N)CC(CCl)O2 (configuration not stated)	?	22%	-4%	-5%	-4%	10%	0.0%	-5%
Cc1ccc(NC2=NCC(=O)N2C2CCCC2)c(C)c1	-2%	0%[46.1 µM]	-3%	-2%	-2%	4%	0.1%	7%
COc1ccc(N(CC(=O)NCCC2=CCCCC2)S(=O)(=O)c2ccccc2)cc1OC	?	-16%	0%	-2%	1%	6%	-0.1%	-5%
C=CC1=C2C=C(C3CC3)N(Cc3ccco3)C=C2C(=O)C(C)(OC(=O)c2ccco2)C1=O (configuration not stated)	0%[13.5 µM]	.	-3%[17.5 µM]	2%[17.4 µM]	.	.	.	0%[11.6 µM]
Cc1ccc(C(=O)OCCc2c(C)[nH]n(-c3ccccc3)c2=O)cc1	6%	-13%[46.1 µM]	0%	-11%	?	-7%	0.0%	-7%
CCCN(CCC)C(=O)CSc1ncccc1C(=O)O	1%	7%	4%	-1%	-5%	0%	0.0%	4%
O=C(CCCn1c(=S)[nH]c2cc3c(cc2c1=O)OCO3)N1CCN(C2CCCCC2)CC1	0%	-14%[46.1 µM]	-1%	-9%	-9%	-1%	0.0%	-15%
O=C(CSc1nnc(SCC(=O)NCc2ccc3c(c2)OCO3)s1)NCc1ccc2c(c1)OCO2	13%	2%[46.1 µM]	-4%	-8%	6%	-4%	0.8%	1%
C=CCNC(=O)c1ccccc1NC(=O)c1ccc(Cl)c(S(=O)(=O)Nc2cccc(C)c2C)c1	-6%	-34%	7%	-1%	-4%	0%	0.0%	?
Fc1ccccc1Cn1c2[n+](c3ccc(C(F)(F)F)cc31)CCCCC2	-2%	-3%	3%	10%	10%	0%	-0.3%	14%
CN1[C@H](CC(=O)c2ccccc2)CCC[C@H]1C[C@@H](O)c1ccccc1	4%	.	-11%	9%	.	.	0.5%	3%
CC(C)C(=O)Nc1oc(-c2ccccc2)cc1C#N	0%	-13%	7%	-3%	-4%	.	0.0%	-7%
Oc1ccccc1/C=C/c1noc(-c2ccccc2O)n1	2%	-28%	-2%	-2%	-6%	4%	4.3%	-15%
CC1=Nc2cc(C(=O)O)ccc2Sc2ccc(Br)cc21	1%	-3%	-7%	-2%	-6%	5%	-1.3%	-8%
CN(C)CCNC(=O)C(=O)NCC1OCCCN1S(=O)(=O)c1cccs1 (configuration not stated)	5%	7%	-3%	1%	12%	-1%	1.1%	4%
N#Cc1ccccc1S(=O)(=O)c1ccccc1C(=O)Nc1ccccc1	9%	5%	10%	-1%	4%	6%	-0.1%	-9%
CCCCn1c(=O)n(CC(=O)Nc2c(CC)cccc2CC)c(=O)c2c1nc(CO)n2CCC	5%	-7%[46.1 µM]	9%	7%	9%	8%	-6.4%	4%
CN1C(=O)CC(C(=O)Nc2ccc(F)cc2)SC1=Nc1ccc2c(c1)OCO2 (configuration not stated)	-9%	-29%[46.1 µM]	-1%	-1%	-10%	-2%	0.1%	?
Cn1c(=O)c2c(nc(SCC(=O)OCc3ccccc3)n2C)n(C)c1=O	0%	-22%[46.1 µM]	-22%	-9%	7%	6%	0.8%	-1%
CS(=O)(=O)c1ccc(Cl)c(NC(=O)CCl)c1	3.2µM*	19%	-4%	-5%	7%	6%	0.0%	-26%
COc1cccc(/C=N/NC(=O)Cn2nc(C)c([N+](=O)[O-])c2C)c1O	8%	3%[46.1 µM]	0%	-3%	10%	3%	0.1%	-10%
Cc1ccc([N+](=O)[O-])cc1-c1ccc(/C=N/NC(=O)c2cc3c(ccc4ccccc43)o2)o1	-2%	-10%[46.1 µM]	-1%	-5%	8%	-1%	-1.7%	-19%
COc1ccc2c(c1)C=C(C(=O)NCc1ccc(Cl)cc1)CO2	-15%	-10%[46.1 µM]	1%	2%	2%	?	-0.9%	?
